# From PubChem
# FEN1 inh – blocks human flap endonuclease 1; Potency, µM (top dose mostly 114 µM), for the others: at the highest dose activity change, negative = inhibition, usual class: inhibitors; Recombinant FEN1 flap cleavage, fluorescence, 15 min; 390,000 compounds, 0.35% hits; AID 588795; further: nearly all actives have a fitted effect of over 65% in size
#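 With each library titrated from low to high concentration, compounds met 10 nM FEN1 for 15 min at room temperature before 50 nM substrate was added; readings at 0 and 15 min fed four-parameter Hill curve fits.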
# N370S GC – N370S glucocerebrosidase modulation, Gaucher chaperone candidate | Potency, µM (titrated, usually from 59.4 µM), for inactives: at the highest dose activity change, negative = inhibition, hits mostly inhibitors | N370S GC spleen homogenate, 4MU-glucoside fluorescence | AID 2101 | 330,000 compounds, 0.092% hits;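 further: 0% = full enzyme activity and -100% = no enzyme basal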
# KAT2A inh – GCN5L2 (KAT2A) acetyltransferase inhibition; GCN5L2 HAT assay, ThioGlo1 CoA-SH fluorescence; Potency, µM (highest dose often 58.9 µM), without a hit: top-dose activity change, negative = inhibition, most hits filed as inhibitors; 390,000 compounds, 0.21% hits
# Target sequence (Q92830 whole entry, looked up): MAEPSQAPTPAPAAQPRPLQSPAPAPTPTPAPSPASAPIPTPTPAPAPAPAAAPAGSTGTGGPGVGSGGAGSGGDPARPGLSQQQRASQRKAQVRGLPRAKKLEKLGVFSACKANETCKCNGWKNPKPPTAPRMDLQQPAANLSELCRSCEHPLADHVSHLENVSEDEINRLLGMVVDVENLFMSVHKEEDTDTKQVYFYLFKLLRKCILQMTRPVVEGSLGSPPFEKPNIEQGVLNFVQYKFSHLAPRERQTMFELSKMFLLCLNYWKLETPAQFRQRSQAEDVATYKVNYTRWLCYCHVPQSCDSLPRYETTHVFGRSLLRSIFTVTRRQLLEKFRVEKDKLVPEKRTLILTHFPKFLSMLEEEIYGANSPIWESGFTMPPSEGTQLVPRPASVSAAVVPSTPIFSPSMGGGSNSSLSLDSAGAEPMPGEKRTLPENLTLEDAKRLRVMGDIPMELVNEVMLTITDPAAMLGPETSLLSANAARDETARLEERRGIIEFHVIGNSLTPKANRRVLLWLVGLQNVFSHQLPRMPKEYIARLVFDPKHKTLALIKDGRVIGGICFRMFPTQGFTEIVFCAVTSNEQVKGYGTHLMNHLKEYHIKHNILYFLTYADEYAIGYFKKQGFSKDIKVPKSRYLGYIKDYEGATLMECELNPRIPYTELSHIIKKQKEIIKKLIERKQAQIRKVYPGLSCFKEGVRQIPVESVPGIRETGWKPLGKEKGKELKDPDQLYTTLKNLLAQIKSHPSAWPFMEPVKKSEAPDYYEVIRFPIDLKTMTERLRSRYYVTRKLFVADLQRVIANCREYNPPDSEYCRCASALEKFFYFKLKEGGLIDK
#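 Free CoA generated was detected with ThioGlo1 (50uM) fluorescence at Ex340nm/Em540nm, read immediately and after 20 min at room temperature. Enzyme, 20 nM in HEPES pH 7.5 buffer, saw compounds 15 min before adding 75uM H3(1-25) peptide and 70uM acetyl-CoA.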
# * hit, by the source's call; ? = inconclusive; . = no result given. The call rests on the fitted dose curve; in most records, active means well fitted curve in the direction sought with a large enough effect; inconclusive means small, poorly fitted or top-dose-only effect, or another doubt; inactive means no such curve, though single readings can be large; an effect the other way counts as inactive or inconclusive. Unless noted, on the % scale 0 is the no-effect control and ±100 the full control effect; potency means the concentration at half of the fitted maximal effect.
SMILES,FEN1 inh,N370S GC,KAT2A inh
CCC(C)NC(=O)CSC1=Nc2ccccc2C2=NC(CC(=O)NCc3ccc(F)cc3)C(=O)N12 (stereo not drawn),-2%,11%,-3%
COc1cc(C2CC(=O)Oc3c2c(=O)[nH]c2ccccc32)cc(OC)c1OC (stereo not drawn),-2%,.,-7%
Cc1cc(SCc2c(F)cccc2Cl)nc(=O)[nH]1,-3%,9%,?
Cc1ccc(S(=O)(=O)NCc2ccccn2)c(C)c1,7%,0%,-19%
COCCn1c(=O)c(C)nc2cnc(OC)nc21,.,1%,-3%
NC(=O)c1ccccc1NC(=O)CSc1nc2c(c(=O)[nH]1)CCCC2,3%,-2%,-2%
CCOC(=O)c1ccc(N=C2SC(C(=O)NCCc3ccccc3)CC(=O)N2C)cc1 (stereo not drawn),-4%,-3%,-14%
CCS(=O)(=O)c1oc(-c2ccc(F)cc2)nc1S(=O)(=O)c1ccccc1,2%,.,-8%
CCCNC(=O)C1CCN(c2ncnc3c2nc2n3CCCCC2)CC1,-1%,.,-2%
COc1cccc2cc(-c3csc(-c4ccc(Cl)cc4)n3)c(=O)oc12,17%,.,1%
CC(C(=O)NCc1ccco1)c1ccc([N+](=O)[O-])cc1 (stereo not drawn),22%,10%,-2%
CC(C)NC(=O)NC(=O)COC(=O)Cc1ccsc1,12%,7%,-7%
CCCCCNC(=O)c1cc(S(=O)(=O)N2CCCCC2)ccc1F,-9%,-16%,-1%
CCOc1ccc(NC(=O)CN(C)C(=O)C2CC(=O)N(c3ccc4c(c3)OCCO4)C2)cc1OCC (stereo not drawn),-2%,-6%,-2%
Cc1ccccc1OCC(=O)Nc1cccc(S(=O)(=O)NC2=NCCCCC2)c1,-3%,1%,0%
NC(=O)CSc1oc(-c2ccco2)nc1S(=O)(=O)c1ccc(F)cc1,1%,-2%,-5%
O=C(NCc1ccncc1)c1ccc(Br)cc1,-3%,-5%,-9%
C=C1c2cc(CC)ccc2NC(=O)N1c1ccc(C)cc1,-1%,11%,1%
NS(=O)(=O)c1ccc(NCCCn2ccnc2)c([N+](=O)[O-])c1,1%,-4%,-5%
NC(N)=NN=C1CCC(c2ccccc2)CC1 (stereo not drawn),17%,5%,0%

# Compound profiles, from the list above. Screens in order: FEN1 inh	N370S GC	KAT2A inh
# CC(C)NC(=O)NC(=O)COC(=O)Cc1ccsc1 reads 12%	7%	-7%
# Cc1ccc(S(=O)(=O)NCc2ccccn2)c(C)c1 reads 7%	0%	-19%

# Rewritten with values under each structure: part of the list above
# The line under a structure holds: FEN1 inh	N370S GC	KAT2A inh
COc1cc(C2CC(=O)Oc3c2c(=O)[nH]c2ccccc32)cc(OC)c1OC (stereo not drawn)
→ -2%	.	-7%
Cc1cc(SCc2c(F)cccc2Cl)nc(=O)[nH]1
→ -3%	9%	?
Cc1ccc(S(=O)(=O)NCc2ccccn2)c(C)c1
→ 7%	0%	-19%
COCCn1c(=O)c(C)nc2cnc(OC)nc21
→ .	1%	-3%
NC(=O)c1ccccc1NC(=O)CSc1nc2c(c(=O)[nH]1)CCCC2
→ 3%	-2%	-2%
CCOC(=O)c1ccc(N=C2SC(C(=O)NCCc3ccccc3)CC(=O)N2C)cc1 (stereo not drawn)
→ -4%	-3%	-14%
CCS(=O)(=O)c1oc(-c2ccc(F)cc2)nc1S(=O)(=O)c1ccccc1
→ 2%	.	-8%
CCCNC(=O)C1CCN(c2ncnc3c2nc2n3CCCCC2)CC1
→ -1%	.	-2%
COc1cccc2cc(-c3csc(-c4ccc(Cl)cc4)n3)c(=O)oc12
→ 17%	.	1%
CC(C(=O)NCc1ccco1)c1ccc([N+](=O)[O-])cc1 (stereo not drawn)
→ 22%	10%	-2%
CC(C)NC(=O)NC(=O)COC(=O)Cc1ccsc1
→ 12%	7%	-7%
CCCCCNC(=O)c1cc(S(=O)(=O)N2CCCCC2)ccc1F
→ -9%	-16%	-1%
CCOc1ccc(NC(=O)CN(C)C(=O)C2CC(=O)N(c3ccc4c(c3)OCCO4)C2)cc1OCC (stereo not drawn)
→ -2%	-6%	-2%
Cc1ccccc1OCC(=O)Nc1cccc(S(=O)(=O)NC2=NCCCCC2)c1
→ -3%	1%	0%
NC(=O)CSc1oc(-c2ccco2)nc1S(=O)(=O)c1ccc(F)cc1
→ 1%	-2%	-5%
O=C(NCc1ccncc1)c1ccc(Br)cc1
→ -3%	-5%	-9%
C=C1c2cc(CC)ccc2NC(=O)N1c1ccc(C)cc1
→ -1%	11%	1%
NS(=O)(=O)c1ccc(NCCCn2ccnc2)c([N+](=O)[O-])c1
→ 1%	-4%	-5%
NC(N)=NN=C1CCC(c2ccccc2)CC1 (stereo not drawn)
→ 17%	5%	0%

# The list goes on:
SMILES,FEN1 inh,N370S GC,KAT2A inh
CSC1=NS(=O)(=O)c2c(C)nn(C)c2S1,?,-8%,28µM*
Cc1ccc(COC(=O)c2cc(S(=O)(=O)N3CCOCC3)ccc2C)cc1,-26%,.,-28%
O=C(c1ccc2c(c1)N(Cc1ccccc1F)C(=O)c1ccccc1S2=O)N1CCOCC1 (stereo not drawn),13%,.,-2%
Cc1nc(-c2ccccc2)sc1-c1ccc(SCC(=O)Nc2ccccc2)nn1,-15%,.,-14%
O=C(CC1SCCNC1=O)Nc1ccccc1Cl (stereo not drawn),6%,13%,-1%
O=C(CSC1c2ccccc2C(=O)N1c1ccccc1)N1CCOCC1 (stereo not drawn),-4%,1%,-2%
Nc1nnn(Cc2ccccc2)n1,10%,4%,0%
COc1ccc(CCNC(=O)C2CCN(C(=O)c3ccc(Cl)cc3)CC2)cc1OC,5%,6%,-8%
Cc1ccc(Cn2ccn(Cc3ccc(C)cc3)c(=O)c2=O)cc1,0%,.,-3%
COCCn1c(C)cc(C(=O)COC(=O)c2ccc(S(=O)(=O)N(C)C)cc2)c1C,-10%,.,-2%
Cc1ccc(OCCn2nnc3sc4c(c3c2=O)CCC(C)C4)cc1 (stereo not drawn),-14%,.,-5%
C=CCn1c(C)cc(C(=O)COC(=O)/C=C/c2cccc(OC)c2)c1C,6%,14%,-15%
CSc1ccccc1OCc1cc(C(=O)N(C)Cc2c(C)n[nH]c2C)no1,-2%,-7%,-2%
Cc1cc(C)c[n+](-c2nc3ccccc3nc2[N-]S(=O)(=O)c2ccc(Cl)cc2)c1,-1%,8%,15%
COc1ccc2[nH]c(=O)c(CN(Cc3ccccc3)C(=S)NCC3CCCO3)cc2c1 (stereo not drawn),-20%,7%,0%
CCOC(=O)C1=C(COC(=O)CCOc2ccccc2C)NC(=O)NC1C (stereo not drawn),0%,-5%,-3%
Cc1cc(N2CCCC(C(=O)Nc3cccc(Cl)c3)C2)n2ncnc2n1 (stereo not drawn),1%,9%,-8%
O=C(Nc1cccc(-c2nn[nH]n2)c1)c1ccc(Br)s1,0%,-3%,-18%
O=C(/C=C/c1cccs1)Nc1ccncc1,0%,-1%,-1%
COc1ccc(C(CNC(=O)Cn2[nH]c(=O)c3ccccc3c2=O)N2CCCC2)cc1 (stereo not drawn),-16%,3%,-4%
Cc1ccc2nc(SCC(=O)Nc3cc(C(C)(C)C)nn3-c3ccccc3)[nH]c2c1,-24%,6%,-13%
COc1ccc(N2CCN(C(=O)C(=O)c3c(C)[nH]c4ccccc34)CC2)cc1,-16%,-9%,-15%
CS(=O)(=O)N(CC(=O)N1CCCC1)c1cccc(F)c1,10%,0%,-5%
COC(=O)c1ccc(CNC(=O)COC(=O)c2ccccc2-c2ccccc2)cc1,-8%,17%,-15%
O=C(N/N=C\c1c(O)ccc2ccccc12)c1ccc(O)cc1,-3%,-22%,-3%
Cc1cc(Cl)c(S(=O)(=O)N/N=C/c2ccc3c(c2)OCO3)c(Cl)c1,-14%,19%,-4%
COc1ccc(S(=O)(=O)Nc2cc3c4c(c2)CCC(=O)N4CCC3)cc1C,0%,-14%,4%
CC(C)CNC(=O)Nc1ccccc1F,-12%,-1%,2%
COc1cc(O)c2c(=O)c3c(OC)c(O)ccc3oc2c1,-15%,2%,-5%
Nc1nc2n(n1)C(c1ccccc1)CC(c1ccc(F)cc1)N2 (stereo not drawn),-11%,2%,-3%
Cc1noc(C)c1CSc1nnc(-c2ccncc2)n1-c1cccc(Cl)c1C,-7%,6%,-2%
COc1ccc(S(=O)(=O)Nc2ccccc2C(=O)N2CCOCC2)cc1Cl,-5%,-1%,-10%
CCCn1c2ccccc2c2cnn(CC(=O)N3CCC(C)CC3)c(=O)c21,17%,.,-10%
CC(=O)c1c(C)nc2ccc(C)cc2c1-c1ccccc1,0%,0%,-6%
Cc1cccc(/C=N/NC(=O)c2cc(C)nc3ccccc23)n1,24%,-2%,-8%
CC(=O)Nc1ccccc1-c1nc2ccccc2n(CC(=O)c2ccc(C)c(C)c2)c1=O,18%,.,-3%
CCCCCCCCC/C(=N\O)c1ccccn1,2%,14%,-8%
Cc1nc([N+](=O)[O-])c(C(=O)OCc2ccccc2C#N)n1C,-9%,-4%,3%
COc1ccc(CCNC(=O)Cn2nc(C(=O)O)c3ccccc3c2=O)cc1OC,1%,17%,-1%
CC1(C)ON(C2CCCCC2)[C@H]2c3nc4ccccc4n3C[C@H]21,15%,-3%,-3%
O=C(N/N=C/c1ccncc1)c1cc2c(ccc3ccccc32)o1,-18%,1%,27%
O=C(NCC1CCN(Cc2cccc(Cl)c2)CC1)c1cc2ccc3cccnc3c2[nH]1,3%,.,16%
CCOc1ccccc1NC(=O)Cn1c(=O)n(CCC(C)C)c(=O)c2cccnc21,-11%,.,-2%
CC(C)NC(=O)c1onc(CSc2ccccn2)c1C(=O)NC(C)C,-3%,-2%,29%
Cn1c(SCC(=O)Nc2nccs2)nnc1-c1cccnc1,2%,.,-10%
C=CCc1c(C)nc(-c2ccccc2)nc1Nc1ccc(O)cc1,-20%,14µM*,-7%
CCCCCCCOc1ccc(-c2ccc(C#N)cn2)cc1,-1%,-6%,-9%
CCOc1ccc(C(=O)Nc2ccc(-c3nnc4n3CCCCC4)cc2)cc1OCC,-1%,.,-9%
C#CCOCCOCCOCCNc1nc(N2CCN(C(=O)[C@H](CCCCN)n3cc([C@@H](N)CC(C)C)nn3)CC2)nc(N2CCN(C(=O)[C@H](Cc3cc4ccccc4[nH]3)n3cc([C@@H](N)Cc4ccc(O)cc4)nn3)CC2)n1,?,-5%,-1%
O=C(CCC(=O)NC1CCCCCC1)Nc1nnc(C(F)(F)F)s1,10%,3%,-6%
COc1ccc(C)cc1NC(=O)c1ccccc1NS(=O)(=O)c1ccc(Cl)s1,5%,10%,-9%
O=C(N/N=C/c1ccccn1)c1cccc(NC(=O)c2ccccc2Cl)c1,-5%,0%,1%
CCNC(=O)/N=C1/NC(=O)C(C(C)C)O1 (stereo not drawn),12%,6%,-2%
COc1cc(C(=O)Nc2ccccc2OCc2cc(=O)n3cc(C)sc3n2)cc(OC)c1OC,3%,.,0%
COC(=O)c1sccc1NC(=O)CN(C)NS(=O)(=O)c1ccc(F)cc1,-5%,5%,-7%
O=C(COC(=O)C12CC3CC(CC(C3)C1)C2)Nc1ccc2[nH]c(=O)[nH]c2c1,21%,9%,-1%
O=C(Nc1ccc2nc(C3CC3)n(Cc3ccc(F)cc3)c(=O)c2c1)c1ccco1,0%,?,-6%
CC(C)CC(=O)Nc1nc2ccc(S(=O)(=O)N3CCOCC3)cc2s1,-7%,-1%,-16%

# Limited to FEN1 inh and N370S GC, for 3 of the compounds above:
structure | FEN1 inh | N370S GC
O=C(Nc1ccc2nc(C3CC3)n(Cc3ccc(F)cc3)c(=O)c2c1)c1ccco1 | 0% | ?
CCNC(=O)/N=C1/NC(=O)C(C(C)C)O1 (stereo not drawn) | 12% | 6%
O=C(NCC1CCN(Cc2cccc(Cl)c2)CC1)c1cc2ccc3cccnc3c2[nH]1 | 3% | .
